proCasp7 act = procaspase-7 activators, primary screen, counter-screen for procaspase-3 activator project, biochemical, absorbance, HTS, human; hit rate 0.093% among 330,000; activation, % at 8.5 µM; Caspase-7 (Homo sapiens), P55210; recombinant procaspase-7, Ac-DEVD-pNA absorbance 405 nm; D23A/D198A/D206A triple mutant, cannot self-cleave; scale: DMSO 0, 5 µM enzyme 100;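 active = percent activation above the screen-wide mean plus 3 SD, cut at about 25% in these data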
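System: Procaspase-7 triple mutant (PC-7 D3A); measure: % activation from two-timepoint absorbance difference, scaled to controls; times: 1 h compound preincubation, 2 h substrate cleavage, 25 °C; also added: Ac-DEVD-pNA substrate, 400 µM as added; measured by: Epi-absorbance of released pNA at 405 nm, two timepoints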
GRK2 aptamer HTS = compounds blocking aptamer binding on GRK2 – biochemical, human GRK2, bead flow cytometry, HTS, primary screen. hit rate 0.59% among 330,000. FAM-aptamer displacement from GRK2. inhibition of aptamer binding, % at 10 µM. Beta-adrenergic receptor kinase 1 (Homo sapiens), P25098. AID 488847, 2010;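 active = inhibition of aptamer binding above 40%, roughly 3 SD of noise, on plates passing a quality check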;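 note: median bead fluorescence of bound FAM aptamer so fluorescent compounds give negative values; no value below 0 was filed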
GASC-1 inh = inhibitors of GASC-1 histone demethylase, primary screen, biochemical, fluorescence, DELFIA europium | Lysine-specific demethylase 4C (Homo sapiens), Q9H3R0 | GST-JMJD2C(1-420) H3K9me3 demethylation | inhibition, % at 2.35 µM | hit rate 0.069% among 330,000 | AID 2099, 2009;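 active = more than half of a compound's replicate wells show inhibition beyond 50%, single wells judged on their own value; inconclusive = some, but no more than half, of replicates pass 50% inhibition; inactive = no replicate passes 50% inhibition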;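 note: signal counts dimethyl H3K9 product captured on neutravidin plate; 0% = median of DMSO wells and 100% = 0.3 times that DMSO median; strong numbers were not always called active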
VLA-4 inh = inhibition in human VLA-4 binding assay, primary screen, VLA-4 allosteric modulator project, MLPCN library, flow cytometry, VLA-4 expressing cells; inhibition, % (about 7 µM as worked out from the volumes in the protocol); ligand binding flow cytometry; hit rate 0.2% among 330,000; Integrin alpha-4 (Homo sapiens), P13612; in the data active = inhibition above about 50%
core dimer inh = inhibitors of HCV core protein dimerization, primary screen, biochemical, TR-FRET, high-throughput; hit rate 0.33% among 300,000; inhibition, % at 5 µM; TR-FRET GST/Flag-core106 dimerization, 1536-well;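 active = inhibition above the mean of all tested compounds plus 3 SD, set per screening campaign, cut at about 45% in these data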
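Material: GST/Flag-tagged HCV core106 proteins. Incubation: 4 h, 22.5 °C incubation. Read-out basis: inhibition (%) from 671 over 617 nm ratio. Measured by: TR-FRET, excitation 340 nm, emission 617 and 671 nm.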
PP1 inh = PP1-alpha phosphatase inhibitors, primary screen, counter-screen for PP5 inhibitor project, biochemical, fluorescence, OMFP substrate, single point; Serine/threonine-protein phosphatase PP1-alpha catalytic subunit (Homo sapiens), P62136; purified PP1alpha; inhibition, % at 6.7 µM; hit rate 0.9% among 320,000;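 active = inhibition above the mean inhibition of all tested compounds plus 3 SD, computed separately for each screening campaign, cut at about 15% in these data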
Target sequence (P62136 whole entry, looked up): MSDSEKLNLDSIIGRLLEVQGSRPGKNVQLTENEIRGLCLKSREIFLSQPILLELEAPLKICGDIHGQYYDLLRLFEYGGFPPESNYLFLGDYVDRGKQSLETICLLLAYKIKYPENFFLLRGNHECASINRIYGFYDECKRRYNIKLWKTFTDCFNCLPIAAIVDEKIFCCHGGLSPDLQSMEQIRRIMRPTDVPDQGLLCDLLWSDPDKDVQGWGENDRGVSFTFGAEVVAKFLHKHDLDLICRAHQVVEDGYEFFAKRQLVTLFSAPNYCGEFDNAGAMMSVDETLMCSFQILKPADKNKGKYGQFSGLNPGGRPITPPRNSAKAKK
procasp3 activ = activators of human procaspase-3 D3A mutant, primary screen, biochemical, absorbance, PC-3 D3A mutant, single concentration | activation, % at 8.5 µM | Caspase-3 (Homo sapiens), P42574 | recombinant procaspase-3 D3A, Ac-DEVD-pNA absorbance 405 nm | hit rate 0.11% among 330,000;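 active = activation above the mean of all tested compounds plus 3 SD, cut at about 21% in these data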;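 note: 0% = DMSO alone and 100% = DMSO wells spiked with extra 5 µM PC-3 D3A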
Target sequence (P42574 whole entry D9A/D28A/D175A): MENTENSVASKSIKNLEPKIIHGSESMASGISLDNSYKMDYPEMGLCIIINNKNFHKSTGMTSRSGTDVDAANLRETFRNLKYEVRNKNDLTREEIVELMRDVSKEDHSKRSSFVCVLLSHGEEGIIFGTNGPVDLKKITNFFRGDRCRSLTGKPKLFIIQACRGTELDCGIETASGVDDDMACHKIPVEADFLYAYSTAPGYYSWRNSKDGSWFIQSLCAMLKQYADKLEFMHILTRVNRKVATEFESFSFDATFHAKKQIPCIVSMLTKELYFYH
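assay system = Procaspase-3 D3A mutant | signal = absorbance at 405 nm, 0 and 120 min | times = 1 h preincubation plus 2 h reaction at 25 °C | repeats = single replicate | read-out = % activation between DMSO and enzyme-spiked controls | medium = Zinc-free HEPES saline buffer with Triton X-100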
PP5 inh = PP5 phosphatase inhibitors, primary screen, biochemical, fluorescence; Serine/threonine-protein phosphatase 5 (Homo sapiens), P53041; purified PP5c, OMFP substrate fluorescence; inhibition, % at 6.7 µM; hit rate 0.18% among 320,000;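 active = inhibition above the campaign's mean inhibition across all tested compounds plus 3 SD, cut at about 9.5% in these data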;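 note: 0% = DMSO only and 100% = 100 µM cantharidin control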
Target sequence (P53041 whole entry, looked up): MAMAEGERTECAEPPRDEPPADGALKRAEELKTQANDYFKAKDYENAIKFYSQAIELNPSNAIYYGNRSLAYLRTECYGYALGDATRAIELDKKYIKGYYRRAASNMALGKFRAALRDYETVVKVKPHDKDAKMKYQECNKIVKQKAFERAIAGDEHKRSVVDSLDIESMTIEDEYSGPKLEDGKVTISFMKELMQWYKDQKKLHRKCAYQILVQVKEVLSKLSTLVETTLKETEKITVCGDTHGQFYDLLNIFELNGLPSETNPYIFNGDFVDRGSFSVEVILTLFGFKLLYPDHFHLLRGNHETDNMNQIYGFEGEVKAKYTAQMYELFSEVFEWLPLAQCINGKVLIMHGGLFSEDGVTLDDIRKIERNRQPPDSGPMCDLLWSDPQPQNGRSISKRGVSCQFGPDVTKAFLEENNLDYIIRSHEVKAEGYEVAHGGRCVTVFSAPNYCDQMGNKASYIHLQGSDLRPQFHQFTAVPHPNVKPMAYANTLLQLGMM
Fh CTSL1 inh = Fasciola hepatica cathepsin L1 inhibitors, primary screen, counter-screen for PFM18AAP inhibitor project, biochemical, QFRET, fluorogenic peptide substrate; recombinant F. hepatica cathepsin L1, Z-Leu-Arg-MCA fluorescence; inhibition, % at 5.96 µM; hit rate 0.49% among 300,000;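 active = inhibition above the mean of all tested compounds plus 3 SD, set per screening campaign, cut at about 17% in these data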;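 note: 0% = plate median of test compound wells and 100% = 1 µM Z-Phe-Ala-diazomethylketone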
Active calls of the source: *; ? = inconclusive; · = no result given. Compounds as they come. About 2.6% of those tested had a hit in this group.

SMILES | proCasp7 act | GRK2 aptamer HTS | GASC-1 inh | VLA-4 inh | core dimer inh | PP1 inh | procasp3 activ | PP5 inh | Fh CTSL1 inh
Cc1nc(=O)c(-c2ccccc2)c(C)n1-c1cccc(/C=C/C(=O)O)c1 | -6 | 0 | -28 | -1 | -11 | -3 | -4 | 0.3 | -7
O=C(c1ccccc1)c1cc(-c2ccccc2)on1 | 9 | 0 | -3 | -1 | 0 | -4 | -5 | 0.5 | 1
CCc1ccc(NC(=O)C2CCN(C(=O)[C@@H]3Cc4ccccc4CN3)CC2)cc1 | 1 | 0 | -4 | -7 | -12 | -6 | -7 | -10 | 12
Cc1cc(NC(=O)CC(CN(C)S(=O)(=O)c2ccccc2)c2ccccc2)no1 (stereo not drawn) | 1 | 0 | 0 | -4 | 2 | -1 | -7 | -0.9 | -8
COc1ccccc1NC(=O)CSc1ccc2nnc(-c3cccnc3)n2n1 | 7 | 2 | -22 | 14 | -2 | 1 | -1 | 1.3 | 4
CCCCn1c(-c2cccc(C)c2)nc2cc3[nH]c(=O)c(C(C)C)nc3cc21 | 11 | 1 | 14 | -7 | 13 | 12 | 6 | 7.6 | 2
O=C(C1=C[C@@H](C2CCCCC2)C[C@@H](OCCCCO)O1)N1CCOCC1 | 1 | · | 24 | · | -21 | 6 | 14 | 3.1 | 6
COc1ccc(N=C2SC(C(=O)O)CC(=O)N2Cc2ccc(OC)c(OC)c2)cc1 (stereo not drawn) | 3 | 2 | 5 | -6 | 3 | -2 | 7 | 1.4 | -2
CC(C)NC(=O)c1ccc2c(c1)N(CC(=O)N1CCCC1)C(=O)C(C)(C)O2 | -2 | 0 | 2 | 18 | 0 | -1 | 3 | 2.8 | 6
CCC1(c2ccc(F)cc2)NC(=O)N(CC(=O)Nc2cccc(S(=O)(=O)N3CCCCC3)c2)C1=O (stereo not drawn) | 5 | 3 | ? | 6 | 2 | 1 | -1 | 5.1 | -32
Cc1cc(C)cc(N(CC(=O)NCC2CCCO2)C(=O)CCC(=O)Nc2cc(C)on2)c1 (stereo not drawn) | -6 | 0 | 14 | 4 | 0 | -5 | -3 | -3.0 | 0
O=C(O)c1ccc2c(c1)-c1nc3ccccc3n1C2=O | 12 | 0 | -5 | 8 | -1 | -3 | 3 | -1.7 | 6
COc1ccc2c(c1OC)C(=O)OC2Nc1nc(-c2cc3ccccc3oc2=O)cs1 (stereo not drawn) | -6 | 2 | 2 | 10 | 4 | -1 | 6 | -0.2 | 2
CSc1ccc(/C=C/C(=O)OCC(=O)NC(C)C)cc1 | 0 | 1 | 1 | -1 | 2 | -2 | 1 | 2.2 | 0
CC(C)(C)c1cc2ncnc(N3CCCCC3)c2s1 | 7 | 0 | 8 | 2 | 1 | 3 | -2 | 0.1 | -1
COc1cc(CN2CCC(C(=O)NCCC(C)C)CC2)ccc1OCc1ccccc1 | 7 | 0 | 25 | 4 | 6 | 0 | 8 | -0.8 | 8
COC(=O)c1c(NC(=O)COC(=O)c2ccccn2)sc(C)c1C | 12 | 0 | -6 | 7 | -1 | -4 | -5 | 1.8 | -2
COc1ccc(NC(=O)c2sc3nc(N4CCOCC4)c4c(c3c2N)CCCC4)c(OC)c1 | 6 | 1 | 15 | -7 | 6 | 0 | 0 | -2.4 | 1
CSc1cccc(NC(=O)COc2ccccc2C)c1 | 4 | 1 | -15 | -4 | 5 | -3 | -1 | 2.1 | -7
CCOc1ccc(C(=O)NC(=S)N2CCN(c3ccc(C(F)(F)F)cc3[N+](=O)[O-])CC2)cc1 | -10 | 0 | 2 | 14 | 6 | -1 | 6 | -1.3 | 7

An excerpt of these results, with tabs:
SMILES	proCasp7 act	GRK2 aptamer HTS	GASC-1 inh	VLA-4 inh	core dimer inh	PP1 inh	procasp3 activ	PP5 inh	Fh CTSL1 inh
COc1ccc(NC(=O)c2sc3nc(N4CCOCC4)c4c(c3c2N)CCCC4)c(OC)c1	6	1	15	-7	6	0	0	-2.4	1
CSc1ccc(/C=C/C(=O)OCC(=O)NC(C)C)cc1	0	1	1	-1	2	-2	1	2.2	0
COc1cc(CN2CCC(C(=O)NCCC(C)C)CC2)ccc1OCc1ccccc1	7	0	25	4	6	0	8	-0.8	8
COc1ccc2c(c1OC)C(=O)OC2Nc1nc(-c2cc3ccccc3oc2=O)cs1 (stereo not drawn)	-6	2	2	10	4	-1	6	-0.2	2
O=C(O)c1ccc2c(c1)-c1nc3ccccc3n1C2=O	12	0	-5	8	-1	-3	3	-1.7	6
CCOc1ccc(C(=O)NC(=S)N2CCN(c3ccc(C(F)(F)F)cc3[N+](=O)[O-])CC2)cc1	-10	0	2	14	6	-1	6	-1.3	7

Continuation:
SMILES | proCasp7 act | GRK2 aptamer HTS | GASC-1 inh | VLA-4 inh | core dimer inh | PP1 inh | procasp3 activ | PP5 inh | Fh CTSL1 inh
CC(=O)c1ccc(NC(=O)c2ccc(NC(=O)CCS(=O)(=O)c3cccs3)cc2)cc1 | 9 | 2 | 16 | 11 | 4 | -1 | 4 | 5.3 | 1
O=C(CN1C(=O)NC2(CCCC2)C1=O)c1ccc(Cl)s1 | 1 | 0 | 0 | -6 | 5 | -1 | 1 | 0.8 | 4
O=C(NNc1ccc(F)cc1F)C1CCC1 | 5 | 0 | -6 | -5 | 1 | 1 | 13 | 0.5 | 6
O=C(O)CC(C(=O)NCc1ccccc1)C1CCCO1 (stereo not drawn) | 27* | 0 | 2 | 12 | -5 | -3 | -6 | -1.4 | -4
Cc1ccc(CS(=O)(=O)Cc2ccc(C(=O)NCCCN3CC(C)CC(C)C3)o2)cc1 (stereo not drawn) | 0 | 4 | 6 | -1 | -2 | -1 | 3 | -4.2 | 2
CC1CCc2sc(C(=O)NCc3ccc(F)cc3)cc2C1 (stereo not drawn) | -7 | 0 | -4 | -9 | 1 | 1 | -4 | 6.6 | 0
CCCCP(=O)(CCCC)c1ccccc1C(=O)O | -6 | 2 | 0 | -15 | -6 | -10 | 4 | 0.5 | 1
COc1ccc(C(C(=O)NC(C)(C)C)N(CC2CCCO2)C(=O)CCC(=O)Nc2cc(C)on2)cc1 (stereo not drawn) | -10 | 0 | -3 | -6 | 2 | -4 | -1 | -1.0 | 4
CCN1CCN(CCCN(Cc2ccco2)C(=S)Nc2ccc(Cl)cc2)CC1 | -10 | 0 | 14 | 7 | 2 | 1 | 2 | 3.1 | 2
Cc1ccc(C(C)C)c(OCCNCCc2ccccc2)c1 | 1 | 0 | 9 | 2 | -6 | 2 | 0 | 1.3 | -1
COc1ccccc1Nc1nc(-c2sc(NC(=O)CC(C)C)nc2C)cs1 | -6 | 1 | 2 | 12 | -1 | -2 | 0 | 1.8 | 0
CCc1nnc(NS(=O)(=O)c2ccc(N/C=C(\C=O)c3nc4cc(Cl)ccc4o3)cc2)s1 | 3 | 0 | -6 | 13 | 15 | 14 | -10 | 3.9 | 3
COC(=O)CSc1nnc(COc2cccc3ccccc23)o1 | -18 | 0 | -22 | -41 | -9 | -6 | -5 | -3.2 | 1
COCCn1c(SCC(=O)N2CCCC2=O)nc2sc(C)c(C)c2c1=O | -3 | 2 | 1 | -11 | 3 | -7 | 3 | 0.4 | -2
COc1ccc(CCNS(=O)(=O)c2cc3c(cc2C)NC(=O)CO3)cc1OC | -15 | 1 | -6 | 4 | -8 | 1 | -1 | 1.8 | -1
CCOC(=O)c1cnc2c(-c3ccccc3)cnn2c1C | 3 | 4 | -1 | -5 | -6 | 1 | 0 | 2.1 | 1
CCCc1cc(=O)[nH]c(NCCc2ccccc2)n1 | 13 | · | 2 | 11 | 0 | -1 | -4 | 1.5 | -4
CC(=O)c1c(C)[nH]c(C(=O)OCc2cc(-c3ccco3)on2)c1C | 11 | 1 | 2 | -3 | · | · | 5 | · | ·
N/C(Cc1ccc([N+](=O)[O-])cc1)=N\OC(=O)c1ccco1 | -4 | 0 | 6 | 0 | -1 | -3 | 0 | -1.0 | -6
CCC(=O)N1CCN(c2ccc(Cl)cc2NC(=O)c2ccc3c(c2)OCCO3)CC1 | 6 | 1 | -4 | 23 | -4 | -1 | 6 | 1.5 | -4
CCN(CC)S(=O)(=O)c1cccc(C(=O)N/N=C/c2ccc(OC)c(O)c2)c1 | -4 | 8 | -8 | 0 | 6 | 0 | 0 | 0.3 | -1
Brc1cc2c(cc1/C=N/Nc1nc3ccccc3s1)OCO2 | -2 | 1 | 2 | 10 | 3 | -6 | -7 | -0.6 | 0
Cc1ccc[n+](CC(=O)N2CCCc3ccccc32)c1 | 2 | 2 | -2 | 1 | -5 | -1 | 6 | 0.1 | 3
CS(=O)(=O)N1CCC(C(=O)NCCc2ccccc2)CC1 | -4 | 2 | -11 | -8 | -18 | -5 | 0 | 1.1 | 5
C=C(C)C(=O)OCCCCCCOc1ccc(C(=O)O)cc1 | 13 | 22 | 13 | 19 | 31 | 3 | -10 | 2.7 | -1
Cc1sc2ncn(CCn3cnc4sc(C)c(C)c4c3=O)c(=O)c2c1C | -1 | 0 | -13 | 2 | 8 | 1 | 1 | 2.5 | 5
O=C(c1ccc(-c2ccccc2)c(F)c1)C1CCCN(C(=O)c2cncs2)C1 (stereo not drawn) | -3 | 0 | -9 | 5 | 6 | 10 | 9 | 0.6 | 3
Cc1ccc(C(=O)NCCc2nnc3ccc(SCC(=O)Nc4cc(C)on4)nn23)cc1 | 6 | 0 | 2 | -4 | -4 | -7 | 3 | 3.1 | -2
COc1ccc(NC(=O)CSCC(=O)N(C)Cc2cccc(OC)c2OC)cc1 | 16 | 0 | 14 | -5 | -5 | 0 | -4 | 0.8 | 1
COc1cccc(CSc2nc3ccccc3cc2C=O)c1 | 2 | 0 | 4 | -6 | 31 | 5 | -7 | 2.3 | -5
CSc1cccc(NC(=O)c2cnn3ccccc23)c1 | 0 | 1 | 7 | 23 | -2 | 0 | -4 | -0.2 | 0
COc1cccc(CN2CCN(c3ncccn3)CC2)c1OC | 2 | 2 | 3 | -2 | -11 | 0 | -12 | -0.2 | 0
CC(Nc1nc(-c2ccccc2F)nc2ccccc12)c1ccccc1 (stereo not drawn) | 1 | 0 | 21 | -3 | 4 | 3 | -2 | 3.8 | 2
CNC(=O)c1cc(C(=O)c2ccc(F)cc2C(F)(F)F)c[nH]1 | 6 | 0 | -8 | 3 | 2 | -7 | 15 | -1.2 | 2

From PubChem
